Screening results deposited in PubChem BioAssay by several laboratories.
LAP4-GFP MLPCN: modulators of TOR pathway LAP4-GFP in S. cerevisiae; S. cerevisiae LAP4-GFP multiplex, flow cytometry GFP, 3 h; median GFP as percent of DMSO wells; GFP response vs DMSO, % at 10 µM; actives 0.34% (n = 320,000); AID 2023;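 active = GFP response vs DMSO above a set limit, about the screen mean plus 3 SD, cut at about 150% in these data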
RPL19A TOR yeast: yeast TOR pathway RPL19A-GFP modulation; S. cerevisiae RPL19A-GFP strain, flow cytometry, 3 h; hits give low values; percent response vs DMSO, % at 10 µM; actives 0.3% (n = 330,000);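 active = percent response vs DMSO below 50%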;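 also: median channel GFP fluorescence of the barcoded RPL19A-GFP strain; ratio of sample median GFP to plate DMSO average so 100% = DMSO; lower means less RPL19A-GFP as with rapamycin TOR inhibition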
proCasp7 act: counter-screen for procaspase-3 activators: activators of human procaspase-7 | P55210 | recombinant procaspase-7, Ac-DEVD-pNA absorbance 405 nm; D23A/D198A/D206A triple mutant, cannot self-cleave; scale: DMSO 0, 5 µM enzyme 100 | activation, % at 8.5 µM | actives 0.093% (n = 330,000);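 active = percent activation above the screen-wide mean plus 3 SD, cut at about 25% in these data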
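System: Uncleavable procaspase-7 mutant enzyme; Amount: 2 µM procaspase-7 mutant as dispensed; Schedule: 1 h compound preincubation, 2 h substrate cleavage, 25 °C; Measured by: 405 nm absorbance of p-nitroaniline; Evaluation: percent activation from buffer-corrected 0–120 min absorbance change; Control set: low DMSO alone, high DMSO plus 5 µM PC-7.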
AGP1 TOR yeast: modulators of TOR pathway AGP1-GFP in S. cerevisiae. S. cerevisiae AGP1-GFP multiplex flow cytometry, 3 h; GFP as percent of DMSO wells. GFP response vs DMSO, % at 10 µM. actives 0.02% (n = 320,000). AID 2066;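 active = GFP response relative to DMSO above a set limit, near screen average plus 3 SD, cut at about 150% in these data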;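 also: median GFP channel fluorescence of the gated AGP1 strain per well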
procasp3 activ: activates human procaspase-3; actives 0.11% (n = 330,000); recombinant procaspase-3 D3A, Ac-DEVD-pNA absorbance 405 nm; activation, % at 8.5 µM; P42574;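 active = activation above the mean of all tested compounds plus 3 SD, cut at about 21% in these data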;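 also: 0% = DMSO alone and 100% = DMSO wells spiked with extra 5 µM PC-3 D3A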
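Assay system: Procaspase-3 D3A mutant, all three cleavage aspartates alanine. Buffer or medium: Zinc-free HEPES saline buffer with Triton X-100. Times: 1 h compound preincubation, 2 h substrate hydrolysis at 25 °C. Measured by: 405 nm absorbance of p-nitroaniline, reads at 0 and 120 min. Read-out basis: percent activation relative to control range. Replicates: singlicate.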
AHR act: activators of human aryl hydrocarbon receptor. P35869. AHR-responsive luciferase reporter cells, luminescence. activation, % at 5 µM. actives 2.5% (n = 320,000). AID 2796; in the data active = activation above about 47%;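 also: 0% = vehicle wells and 100% = reference agonist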
Target sequence (P35869 whole entry, looked up): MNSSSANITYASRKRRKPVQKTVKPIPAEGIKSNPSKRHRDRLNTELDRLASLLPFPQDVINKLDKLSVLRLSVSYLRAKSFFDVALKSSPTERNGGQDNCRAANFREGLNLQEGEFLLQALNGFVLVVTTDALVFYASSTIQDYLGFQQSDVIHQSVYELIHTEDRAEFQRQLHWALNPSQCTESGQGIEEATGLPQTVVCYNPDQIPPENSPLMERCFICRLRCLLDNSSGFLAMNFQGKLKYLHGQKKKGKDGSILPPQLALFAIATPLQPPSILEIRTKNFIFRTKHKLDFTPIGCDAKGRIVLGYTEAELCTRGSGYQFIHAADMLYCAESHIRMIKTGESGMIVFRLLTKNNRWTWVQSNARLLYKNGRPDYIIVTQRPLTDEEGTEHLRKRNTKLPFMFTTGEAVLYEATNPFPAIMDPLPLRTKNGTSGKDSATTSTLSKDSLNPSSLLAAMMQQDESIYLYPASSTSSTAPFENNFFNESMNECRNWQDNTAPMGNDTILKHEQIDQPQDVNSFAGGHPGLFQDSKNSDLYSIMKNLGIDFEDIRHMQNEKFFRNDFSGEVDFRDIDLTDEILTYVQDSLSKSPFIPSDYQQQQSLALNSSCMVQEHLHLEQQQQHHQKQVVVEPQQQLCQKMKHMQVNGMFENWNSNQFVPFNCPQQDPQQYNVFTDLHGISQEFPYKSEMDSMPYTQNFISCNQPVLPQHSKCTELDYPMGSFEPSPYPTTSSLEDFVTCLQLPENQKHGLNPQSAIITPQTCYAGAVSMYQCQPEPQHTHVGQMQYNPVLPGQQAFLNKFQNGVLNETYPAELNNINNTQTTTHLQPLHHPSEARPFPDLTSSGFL
MEP2-GFP yeast: yeast TOR pathway MEP2-GFP modulation. S. cerevisiae MEP2-GFP strain, flow cytometry GFP, 3 h; 100% = DMSO control level. GFP response vs DMSO, % at 10 µM. actives 0.51% (n = 330,000). AID 2016;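 active = GFP response versus DMSO above a set limit, roughly screen mean plus 3 SD, cut at about 180% in these data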;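 also: median GFP fluorescence of the barcode-gated MEP2-GFP cells per well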
CIT2-GFP yeast: alters CIT2-GFP fluorescence in TOR pathway yeast screen. S. cerevisiae CIT2-GFP strain, flow cytometry, 3 h; 100 means same as DMSO wells. GFP response vs DMSO, % at 10 µM. actives 0.065% (n = 320,000). AID 2029;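 active = GFP response relative to DMSO above a set limit, near the screen mean plus 3 SD, cut at about 150% in these data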;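 also: ratio of well median GFP fluorescence to mean of DMSO wells on the plate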
* = called active by the depositor; . = no result given.

Value order: LAP4-GFP MLPCN	RPL19A TOR yeast	proCasp7 act	AGP1 TOR yeast	procasp3 activ	AHR act	MEP2-GFP yeast	CIT2-GFP yeast
1	CC(=O)Cc1nsc(NC(=O)c2cn(-c3ccccc3)nc2-c2ccc(Br)cc2)n1
→ 81.9	99.9	7.8	99.3	7.8	0.9	102.4	113.2
2	O=c1cc(N2CCOCC2)[nH]c(=O)n1-c1ccc(Cl)cc1
→ 104.6	100.6	-0.5	101.8	3.1	0.1	109.2	101.8
3	Cn1c(/N=C/c2cc(Cl)ccc2O)nc2ccccc21
→ 97.4	97.1	-5.0	100.6	-3.6	14.6	101.4	102.0
4	O=C(Nc1nnc(SCCN2CCOCC2)s1)C1CC(=O)N(c2ccc(F)cc2)C1 (configuration not stated)
→ 106.2	109.1	1.3	108.2	0.1	3.3	111.2	113.5
5	COc1cccc(-c2ccc(=O)n(CC(=O)Nc3ccc(S(=O)(=O)NCC(C)C)cc3)n2)c1
→ 103.3	103.6	14.6	109.8	-3.5	1.2	108.4	97.1
6	CCOC(=O)c1cnc(-n2nc(C)cc2C)nc1NC(C)c1ccccc1 (configuration not stated)
→ 91.8	94.8	3.7	90.5	3.8	-1.5	87.7	99.4
7	CN(C)S(=O)(=O)c1ccc(NC(=O)c2ccc(Br)o2)cc1
→ 95.3	98.3	4.0	97.7	5.6	0.3	98.9	98.3
8	CN(C(=O)COC(=O)CCC(=O)c1ccc(Cl)cc1)c1c(N)n(Cc2ccccc2)c(=O)[nH]c1=O
→ 101.3	116.4	-4.3	104.2	7.7	3.3	103.8	95.7
9	CCCCn1c(N)c(N(CC(C)C)C(=O)c2cc(S(=O)(=O)N3CCOCC3)ccc2Cl)c(=O)[nH]c1=O
→ 99.2	97.0	2.8	106.2	0.6	-1.3	96.0	106.1
10	O=c1c(-c2ccc(O)cc2)coc2c(C3O[C@H](CO)[C@@H](O)[C@H](O)[C@H]3O)c(O)ccc12 (some centres not stated)
→ 91.6	100.2	0.5	100.6	15.1	0.5	106.8	106.0
11	CCNc1nc(Oc2ccc(OC)cc2)cc(C(F)(F)F)n1
→ 106.9	105.9	-7.4	108.1	1.0	4.1	107.9	102.4
12	COCCNC(=O)C(=O)N/N=C(\C)CC(=O)Nc1cccc(C(F)(F)F)c1
→ 107.3	96.9	0.3	104.6	-7.5	8.8	100.1	97.8
13	COc1ccc(NC(=O)CN2CCN(C(C)=O)CC2)cc1S(=O)(=O)N1CCOCC1
→ 94.3	97.0	4.4	94.6	8.0	0.0	105.0	100.2
14	Cc1nn(C(C)C)c(C)c1CN1CCCC(C(=O)c2cccc(OC(C)C)c2)C1 (configuration not stated)
→ 93.4	102.5	-10.7	100.3	6.0	0.9	99.4	99.8
15	Cc1sc(NC(=O)CSc2nc(N)n(CC(=O)c3ccccc3)n2)c(C#N)c1C
→ 106.5	101.8	-2.2	101.1	-12.3	0.6	96.3	99.6

Some of the entries so far, with tabs:
#	smiles	LAP4-GFP MLPCN	RPL19A TOR yeast	proCasp7 act	AGP1 TOR yeast	procasp3 activ	AHR act	MEP2-GFP yeast	CIT2-GFP yeast
8	CN(C(=O)COC(=O)CCC(=O)c1ccc(Cl)cc1)c1c(N)n(Cc2ccccc2)c(=O)[nH]c1=O	101.3	116.4	-4.3	104.2	7.7	3.3	103.8	95.7
5	COc1cccc(-c2ccc(=O)n(CC(=O)Nc3ccc(S(=O)(=O)NCC(C)C)cc3)n2)c1	103.3	103.6	14.6	109.8	-3.5	1.2	108.4	97.1

Next part
Value order: LAP4-GFP MLPCN	RPL19A TOR yeast	proCasp7 act	AGP1 TOR yeast	procasp3 activ	AHR act	MEP2-GFP yeast	CIT2-GFP yeast
16	CCC(C)Sc1nc2ccccc2n1CC(=O)O (configuration not stated)
→ 104.5	91.8	-1.9	96.7	6.1	-2.1	96.5	89.6
17	COc1ccc(N(Cc2ccco2)C(=O)c2ccccc2F)cc1OC
→ 94.8	102.0	1.9	103.3	-3.1	-0.5	100.0	104.3
18	COc1cccc(-c2nc(C(=O)NCC3CCCO3)cc3c2[nH]c2ccccc23)c1 (configuration not stated)
→ 119.6	96.3	-1.2	100.2	3.7	-2.6	111.6	96.2
19	Cc1ccc(S(=O)(=O)NCCNC(=O)c2ccccc2)cc1
→ 93.0	91.5	4.9	97.1	5.3	10.0	96.7	94.9
20	COc1ccc([C@@H]2[C@@H]3C(=O)N(C(C)(C)C)C(=O)[C@@H]3[C@]3(Cc4ccc(Cl)cc4)C(=O)N(c4cccc(C)c4)C(=O)N23)cc1
→ 114.1	95.5	-1.6	80.7	4.3	0.9	93.7	66.6
21	CC(C(=O)N1CCN(c2ccccc2)CC1)c1ccc([N+](=O)[O-])cc1 (configuration not stated)
→ 89.0	96.8	-5.5	95.8	-3.1	25.7	98.9	92.2
22	CC(C)c1ccc(/C=N/NC(=O)c2ccccc2Cl)cc1
→ 96.4	100.0	-1.4	99.7	1.5	1.1	101.4	104.8
23	O=C(NCCCCCNC(=O)c1ccco1)c1ccco1
→ 113.8	96.0	7.3	106.1	5.6	0.6	96.7	88.8
24	Cc1c(C(=O)OCC(=O)N(C)CC(=O)Nc2ccc(F)cc2)oc2ccccc12
→ 98.9	96.6	7.3	96.6	-10.2	1.5	101.3	88.3
25	O=C(CCc1nc2ccccc2c(=O)[nH]1)Nc1nnc(SCc2ccc(F)cc2)s1
→ 117.0	100.2	4.0	119.6	3.8	3.6	106.1	115.4
26	Cc1ccc(N(CC(=O)N/N=C/c2cc(C)n(-c3ccccc3)c2C)S(C)(=O)=O)c(C)c1
→ 92.2	104.5	-5.5	105.9	6.5	7.1	105.7	102.3
27	COc1cccc(NC2=Nc3cccc4cccc2c34)c1
→ 115.8	107.1	0.5	111.3	-8.4	22.6	124.8	96.2
28	CC(C(=O)NC1CCCCC1)N1CCN(C)CC1 (configuration not stated)
→ 95.2	97.6	2.6	97.4	-3.3	-1.5	98.0	87.9
29	C[N+](C)(C)C[C@H](O)CC(=O)O
→ 117.9	110.8	9.3	102.8	-3.0	0.7	107.1	101.3
30	CC12C=CC(=O)C=C1CCC1C3CCC(O)(C(=O)CO)C3(C)CC3OC312 (configuration not stated)
→ 107.6	96.4	6.6	99.6	-3.7	-2.3	99.4	100.7

Continued.
Value order: LAP4-GFP MLPCN	RPL19A TOR yeast	proCasp7 act	AGP1 TOR yeast	procasp3 activ	AHR act	MEP2-GFP yeast	CIT2-GFP yeast
31	O=C(Nc1nnc(C23CC4CC(CC(C4)C2)C3)s1)c1ccco1
→ 95.2	106.8	4.7	103.2	-1.1	13.7	107.7	98.8
32	COc1ccc(CN(C(=O)/C=C/C(=O)c2ccc(OC)cc2O)C(C(=O)NC2CCCCC2)c2ccncc2)cc1 (configuration not stated)
→ 97.9	103.3	0.6	105.7	-3.8	1.9	107.0	109.0
33	COc1ccc(OC)c(S(=O)(=O)CC(O)COc2ccccc2Cl)c1 (configuration not stated)
→ 104.1	101.2	2.9	95.9	-1.1	4.0	97.8	89.0
34	OCCC1CN(Cc2cccn2-c2ncccn2)CCN1Cc1ccccc1 (configuration not stated)
→ 104.7	97.1	-1.9	117.1	-0.8	1.3	97.3	96.8
35	CCn1cc(/C=N/NS(=O)(=O)c2ccc(OC)cc2)c(C)n1
→ 95.9	97.9	-7.4	96.5	-8.7	3.5	96.4	98.0
36	Cc1ccnc(Nc2nc(-c3ccccc3)cs2)c1
→ 90.9	103.9	3.1	95.5	-0.1	163.2*	107.8	100.0
37	O=C(O)c1ccc(C(=O)Nc2cccc(NC(=O)C3CCCO3)c2)cc1 (configuration not stated)
→ 102.8	101.5	4.0	101.6	-2.1	2.8	106.3	107.8
38	COc1cccc(/C=N/NC(=O)CN2C(=O)NC3NC(=O)NC32)c1 (configuration not stated)
→ 116.0	103.4	0.0	102.0	-6.1	-1.2	140.1	95.1
39	C/C=C/c1ccc(OCC(O)CNCC(c2ccc(OC)cc2)N(C)C)c(OC)c1 (configuration not stated)
→ 101.5	99.8	-1.8	97.8	5.1	0.2	107.3	100.2
40	O=C(/C=C/c1ccco1)NC(=S)Nc1cccc(C(=O)O)c1
→ 99.2	100.4	5.8	98.1	0.3	3.3	99.6	104.7
41	Cc1ncc(N=Nc2ccc(F)cc2)c(-c2ccc(Cl)cc2)n1
→ 101.1	102.0	-3.3	105.5	3.2	2.5	127.9	101.1
42	CC(C)[C@H](NC(=O)OC(C)(C)C)C(=O)NCC1CCC(C(=O)N[C@@H](Cc2ccccc2)C(=O)O)CC1 (some centres not stated)
→ 101.5	102.4	-0.7	104.4	-40.0	-0.4	101.5	107.3
43	Cn1ncc([N+](=O)[O-])c1C(=O)Nc1nccs1
→ 99.4	101.2	8.7	99.7	1.2	1.4	104.0	101.4
44	O=[N+]([O-])c1ccc(Cl)c(-c2ccc(/C=N/n3cnnc3)o2)c1
→ .	103.9	-0.4	109.3	1.0	14.0	106.9	101.8
45	Cc1cc(=O)n2[nH]c(N)c(N=Nc3ccccc3F)c2n1
→ 102.2	109.0	-3.2	107.2	-12.0	14.2	109.3	110.8

Only AGP1 TOR yeast, for some of the entries so far:
entry	SMILES	AGP1 TOR yeast
12	COCCNC(=O)C(=O)N/N=C(\C)CC(=O)Nc1cccc(C(F)(F)F)c1	104.6
43	Cn1ncc([N+](=O)[O-])c1C(=O)Nc1nccs1	99.7

The list goes on.
Value order: LAP4-GFP MLPCN	RPL19A TOR yeast	proCasp7 act	AGP1 TOR yeast	procasp3 activ	AHR act	MEP2-GFP yeast	CIT2-GFP yeast
46	CSc1cccc(NC(=O)c2ccccn2)c1
→ 101.9	100.9	2.2	96.2	3.8	2.8	108.5	104.9
47	Cc1cc(C(=O)CSc2nn(-c3ccccc3)c(=S)s2)c(C)n1Cc1ccco1
→ 104.2	101.3	-6.6	99.0	-3.4	11.5	102.8	106.6
48	COc1ccccc1-c1cc(C(=O)NCCCN2CCOCC2)no1
→ 97.9	89.3	-6.1	90.2	5.7	13.2	101.7	94.0
49	Cn1c(Cc2ccccc2)nnc1SCc1ccc(C(=O)O)cc1
→ 101.7	100.7	6.5	95.2	-18.5	4.3	99.8	92.4
50	CCOC(=O)C1=NNC2C(=O)N(CC)C(=O)C12 (configuration not stated)
→ 88.4	89.0	2.7	89.4	7.7	-0.3	90.5	94.7
51	Nc1nc2n[nH]nc2c(=O)[nH]1
→ 107.0	99.9	2.9	102.7	5.2	-0.5	100.0	100.8
